Compound activity from PubChem BioAssay.
MEKK2wt PB1 HTS = raises or lowers MEK5 binding to wildtype human MEKK2 PB1 domain; Q9Y2U5; bead flow cytometry, Alexa488-MEK5 binding to MEKK2 WT; actives lie on both sides; binding response (% of control), % at 10 µM; actives 1.1% (n = 290,000); AID 1531; in the data active means binding response below about 67% or above about 130%; inconclusive means no clear call, values can overlap the other calls; inactive means in between
MEKK2mut PB1 HTS = signal of MEK5 binding to mutant human MEKK2 PB1 domain; bead flow cytometry, Alexa488-MEK5 binding to MEKK2 mutant; percent response, % at 10 µM; actives 0.35% (n = 290,000); AID 1530; in the data active means percent response above about 24%, passing the limit was not always enough; further: inactives centre near 1; some results filed as inactive read as strong as hits; reference of the scale not given here
SUMO HTRF inh = inhibitors of human SUMOylation (UBC9). inhibition, % at 35 µM. actives 0.36% (n = 290,000). HTRF SUMOylation assay, SAE1/SAE2 + UBC9, in vitro. P63279; in the data active means inhibition above about 50%, passing the limit was not always enough; inconclusive means no clear call, values can overlap the other calls; further: strong numbers were not always called active
MEKK3 PB1 HTS = raises or lowers MEK5 binding to the human MEKK3 PB1 domain; bead-based flow cytometry, Alexa488-MEK5 binding to MEKK3; actives lie on both sides; 0 = blocked by unlabeled MEK5, 100 = vehicle; binding response (% of control), % at 10 µM; actives 1.4% (n = 290,000);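 active means binding response more than 3 SD above or below the average of its plate-row segment, actives on both sides; inconclusive means wells at one plate position flagged as instrument error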;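 further: Alexa488 bead fluorescence after subtracting the streptavidin-only scavenger bead signal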
IDE inh = inhibits human insulin-degrading enzyme in HEK cells. P14735. FAbetaB cleavage, fluorescence polarization. inhibition, % at 5.59 µM. actives 0.41% (n = 320,000);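 active means percent inhibition above the average of all tested compounds plus 3 SD, set per screening campaign, cut at about 16% in these data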;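 further: IDE supplied by intact live HEK cells; FP after avidin binding of uncleaved biotin substrate so inhibition keeps polarization high; 0% = DMSO wells and 100% = 60 µM reference IDE inhibitor Ii1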
PfM18AAP inh = PfM18AAP enzyme inhibition; recombinant PfM18AAP, H-Glu-NHMec fluorogenic cleavage; actives 1.2% (n = 290,000); inhibition, % at 7.35 µM;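 active means inhibition above the campaign mean inhibition over all tested compounds plus 3 SD, cut at about 28% in these data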;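 further: 0% = plate median of test compound wells and 100% = 2 mM ZnCl2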
NALP1 yeast inh = NALP1 inhibition. S. cerevisiae NALP1/ASC/caspase-1 growth, X-gal OD620, 72 h. inhibition, % at 10 µM. AID 2071. actives 0.61% (n = 280,000); in the data active means inhibition mostly above about 24%, no sharp cut-off; inactive means mostly below about 32%; further: some compounds called inactive have numbers as strong as hits
IDE act = IDE (human) activation, cell-based; P14735; HEK cells, FAbeta-B cleavage, fluorescence polarization; 0% vehicle, 100% cell-free pure enzyme wells; activation, % at 5.96 µM; actives 0.073% (n = 340,000); AID 493087;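 active means activation above the mean of all tested compounds plus 3 SD, set per screening campaign, cut at about 17% in these data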
p-CIP stab down = p/CIP protein destabilization; F442A p/CIP-EGFP cells, EGFP fluorescence, 16 h; decrease of EGFP signal, % at 10 µM; actives 0.01% (n = 290,000);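 active means EGFP signal decrease of at least 30% at 10 µM or well 3 SD below plate mean, unless failing retest; inactive means the rest, including hits failing retest or dose response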; further: some compounds called inactive have numbers as strong as hits; many of its hits are not listed in these tables
Target sequence (Q05BA5 1-1403): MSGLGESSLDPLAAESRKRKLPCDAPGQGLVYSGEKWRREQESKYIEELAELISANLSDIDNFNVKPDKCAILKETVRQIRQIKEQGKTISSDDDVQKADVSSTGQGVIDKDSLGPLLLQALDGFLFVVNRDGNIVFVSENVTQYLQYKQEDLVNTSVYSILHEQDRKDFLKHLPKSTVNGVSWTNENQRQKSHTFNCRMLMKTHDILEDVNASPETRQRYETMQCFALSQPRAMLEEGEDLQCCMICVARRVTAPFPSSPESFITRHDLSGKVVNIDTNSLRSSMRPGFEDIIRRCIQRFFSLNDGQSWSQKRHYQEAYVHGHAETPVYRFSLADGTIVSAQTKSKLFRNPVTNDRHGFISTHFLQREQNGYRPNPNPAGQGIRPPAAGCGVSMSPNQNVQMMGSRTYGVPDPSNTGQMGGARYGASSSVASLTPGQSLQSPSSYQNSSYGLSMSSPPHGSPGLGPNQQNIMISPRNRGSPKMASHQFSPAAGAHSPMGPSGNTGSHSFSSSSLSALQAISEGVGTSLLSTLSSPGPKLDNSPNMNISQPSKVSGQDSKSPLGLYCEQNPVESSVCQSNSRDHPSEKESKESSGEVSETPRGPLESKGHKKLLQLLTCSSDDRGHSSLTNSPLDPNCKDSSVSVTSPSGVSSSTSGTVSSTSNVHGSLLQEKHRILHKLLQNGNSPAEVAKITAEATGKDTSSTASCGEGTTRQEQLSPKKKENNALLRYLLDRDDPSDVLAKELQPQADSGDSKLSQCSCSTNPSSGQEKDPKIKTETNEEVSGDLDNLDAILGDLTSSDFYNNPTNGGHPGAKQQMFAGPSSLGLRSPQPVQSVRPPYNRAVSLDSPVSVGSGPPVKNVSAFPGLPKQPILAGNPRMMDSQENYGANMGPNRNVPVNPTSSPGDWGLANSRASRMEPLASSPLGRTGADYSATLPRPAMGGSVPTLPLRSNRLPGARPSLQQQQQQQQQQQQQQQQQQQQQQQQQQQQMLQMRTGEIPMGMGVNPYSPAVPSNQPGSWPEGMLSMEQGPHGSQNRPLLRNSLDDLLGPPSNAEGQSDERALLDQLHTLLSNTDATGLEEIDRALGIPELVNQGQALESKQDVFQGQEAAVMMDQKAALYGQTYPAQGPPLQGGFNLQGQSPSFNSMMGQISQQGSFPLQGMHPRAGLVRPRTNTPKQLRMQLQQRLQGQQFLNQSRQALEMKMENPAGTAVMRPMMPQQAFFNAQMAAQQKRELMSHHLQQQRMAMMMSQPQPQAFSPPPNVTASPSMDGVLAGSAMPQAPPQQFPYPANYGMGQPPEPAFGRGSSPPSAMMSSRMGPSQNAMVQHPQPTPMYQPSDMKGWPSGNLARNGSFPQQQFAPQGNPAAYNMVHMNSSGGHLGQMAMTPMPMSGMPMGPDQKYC
* marks the source's active call; other numbers are inactive results; ? = inconclusive; · = no result given. The list is partial; count on the stated rates, not on these rows.

SMILES	MEKK2wt PB1 HTS	MEKK2mut PB1 HTS	SUMO HTRF inh	MEKK3 PB1 HTS	IDE inh	PfM18AAP inh	NALP1 yeast inh	IDE act	p-CIP stab down
O=S(=O)(NC1CC1)c1ccc(S(=O)(=O)N2CCCc3ccccc32)cc1	95	-3	8	97	0	0	0	2	-10
N#C/C(=N\Nc1cccc2ccccc12)c1nnc2n1CCCCC2	101	1	12	94	2	-6	4	-12	-14
O=C(O)c1ccccc1C(=O)NCC(O)COCC1CC=CCC1 (stereo not given)	91	-5	16	95	2	-11	15	-1	1
CC1(C(=O)NNC(=S)NCC2CCCO2)CC1(Cl)Cl (stereo not given)	96	0	10	98	0	6	6	-2	0
O=C(N1CCc2[nH]c3ccccc3c2C1)C(F)(F)F	105	8	-10	107	12	9	4	-1	-2
O=C(NCc1cccnc1)c1ccc(COc2ccccc2Br)cc1	99	1	2	102	6	0	27	-4	-1
CC(Oc1ccc(C(C)(C)C)cc1)c1ccnc2nc(/N=C/N(C)C)nn12 (stereo not given)	111	6	-3	104	6	-3	0	-6	-3
CCc1cccc(C)c1NC(=O)c1ccc2c(c1)CCN2S(C)(=O)=O	111	5	13	106	-1	-13	-2	3	-10
CSc1nnc(-c2cnccn2)n1CCCN1CCCC1=O	98	-1	-8	99	11	-16	-5	-5	-4
CCN1CCN(CCCN(Cc2ccco2)C(=S)Nc2ccccc2Cl)CC1	100	-3	1	99	-4	-1	7	4	20
COc1ccc(C(=O)OCC(=O)NCc2ccc3c(c2)OCO3)cc1[N+](=O)[O-]	94	1	-3	97	3	1	22	1	-4
CCN(CC)C(=S)SCC(=O)Nc1ccc(F)cc1	103	0	16	97	7	4	-20	3	-10
COc1ccc(OC)c(NC(=O)c2ccc3c(c2)OCO3)c1	103	0	-5	102	1	10	33	0	4
COc1ccc(S(=O)(=O)Nc2ccccc2C)cc1C(=O)N1CCOCC1	100	5	-14	100	1	-3	5	0	-2
COc1ccc(C(=O)C2CCCN(C(=O)c3ccc4nccnc4c3)C2)c(C)c1 (stereo not given)	101	2	4	99	1	-4	-12	-4	-1
CCOc1ccc(-c2c(C(=O)N/N=C/C3CCCCC3)nnn2-c2nonc2N)cc1	91	-12	2	91	7	12	25	3	2
CC1CCCCC1NC(=O)C1CCN(S(=O)(=O)c2ccc3c(c2)CCC(=O)N3)CC1 (stereo not given)	110	5	-9	107	1	-9	32*	3	18
CC(CC(=O)N1CCN(c2ccccc2)CC1)S(=O)(=O)c1ccc2c(c1)NC(=O)CO2 (stereo not given)	104	1	-6	104	0	-8	-2	8	-4
c1ccc(-c2cc(N3CCCCC3)nc(-c3ccccc3)n2)cc1	101	2	-5	93	3	3	11	2	-3
N#CC(C#N)=C(Nc1ccccc1)c1ccccc1	109	-1	11	118	7	9	3	4	-3
COc1ccc(NC(=O)CN2C(=O)S/C(=C/c3cccn3-c3ccc(C(=O)O)cc3)C2=O)cc1	97	-2	·	100	·	5	27	1	-6
CC1=CC(c2ccc(Cl)cc2)n2nc(N3C(=O)CCC3=O)nc2N1 (stereo not given)	99	-3	24	102	4	5	9	1	5
CC(C)n1c(CNC(=O)c2ccccc2)nc2ccccc21	99	0	7	100	-1	2	18	0	-2
Cn1c(CC(=O)Nc2ccccc2F)nnc1SCC(=O)NC1=NCCS1	97	-4	2	98	4	-4	-4	3	0
COCCCNC(=O)C1CCC(CNS(=O)(=O)c2ccc(C)cc2)CC1 (stereo not given)	92	-3	-1	97	2	0	14	·	5
COCC(=O)NC1CCN(C(=O)Nc2ccc(Br)cc2)CC1	93	-5	2	97	-2	3	9	8	-4
CC(=O)N1CCc2cc(Br)cc(S(=O)(=O)N3CCCCC3)c21	100	2	1	98	0	4	13	2	4
COc1ccc(C(=O)NNC(=O)c2ccccc2[N+](=O)[O-])cc1Br	111	0	11	106	1	-9	15	-1	-5
CC(C)(C)c1cc2nc(N)nc(N)n2n1	91	-7	7	96	2	1	-5	9	-7
CCOC(=O)CCCNC(=O)COC(=O)c1cc2ccccc2cc1O	108	8	17	105	0	-1	-37	3	-5
Cc1ncc([N+](=O)[O-])n1CC(=O)Nc1cc(Cl)ccc1Cl	103	4	6	103	-3	-5	29	2	-3
CCn1c(SCC(=O)NC2CCCCC2)nnc1-c1cc2cccc(OC)c2o1	111	5	6	109	6	-6	-5	0	-6
COc1cc(-c2noc(CCCC(=O)NCc3ccccc3)n2)cc(OC)c1OC	100	8	-1	101	-3	4	30	-1	-29
CCSc1nc(N2CCOCC2)c2c(c1C#N)CC(C)(C)N(C)C2	103	4	21	102	1	14	4	1	9
O=C(c1ccccc1Cl)N1CCN(S(=O)(=O)c2cccs2)CC1	108	9	6	103	1	1	8	3	-2
CCCC(CCC)C(=O)OC1C[C@H]2CC[C@@H](C1)[N+]2(C)C (stereo not given in full)	103	3	-11	111	0	5	17	5	-14
Cc1ccc(O)c(NC(=O)c2noc(C(C)C)c2[N+](=O)[O-])c1	92	-9	-6	103	5	20	3	-1	7
O=C(NCCN1CCOCC1)c1cc(-c2cccs2)on1	97	-7	5	94	6	1	-55	9	-2
Cc1ccccc1OCCOC(=O)c1nc2nccc(C)n2n1	102	-2	7	102	0	3	0	6	2
Cc1ccc(NC(=O)c2ccccc2Br)cc1S(=O)(=O)N(C)C	96	-4	-19	106	4	-1	9	-1	4
CCN(CC)S(=O)(=O)c1ccc(S(=O)(=O)N2CCN(C(=O)c3ccco3)CC2)cc1	?	3	7	106	1	-3	27	3	-3
Cc1cccc(NC(=O)c2cccnc2Cl)n1	106	2	26	103	4	-7	21	-1	-7
O=[N+]([O-])c1ccc(O)c(NC(=S)Nc2ccccc2)c1	105	0	5	103	2	9	0	-3	-6
Fc1ccc(CO/N=C/C2=C(Cl)c3ccccc3CC2)cc1	91	-8	-1	83	2	4	20	7	-2
CC(=O)[C@@]1(O)CC[C@H]2[C@@H]3C[C@H](C)C4=CC(=O)C=C[C@]4(C)[C@@]3(F)[C@@H](O)C[C@@]21C	96	4	3	107	-1	-2	10	5	10
Cc1[nH]c2ccc(OC(=O)N3CCOCC3)cc2c1C(=O)OC(C)C	99	4	22	100	1	3	13	-1	-1
OC1CCN(Cc2cn(Cc3ccccc3)nc2-c2cc3ccccc3o2)CC1	102	-6	8	103	-4	-10	12	1	2
COc1cc(/C=N/NC(=O)C(=O)NCc2ccco2)ccc1O	108	12	-6	102	12	2	-7	1	2
Cc1ccc(S(=O)(=O)CCN2CCC(O)(c3ccccc3)CC2)cc1	102	5	24	98	2	0	25	-1	-13
CCOC(=O)N1N=C(c2ccccc2)CC1(O)C(C)(F)F (stereo not given)	95	-4	-2	97	-4	-2	14	-5	-2
O=C(CC1CCCCC1)N1CCC(c2nc(-c3ccc(S(=O)(=O)N4CCCC4)cc3)no2)CC1	84	-7	-3	90	-1	2	4	-5	-1
COc1ccc2cc(C(=O)N3CCOCC3)sc(=O)c2c1OC	102	7	13	102	-6	8	-1	2	-2
C[N+]1(CC#CC(O)(c2ccccc2)c2ccccc2)CCCC1	107	1	0	104	1	0	28	6	-9
COc1ccc(N(CC(O)CN2C(=O)NC(C)(C)C2=O)S(=O)(=O)c2ccccc2)cc1 (stereo not given)	98	1	9	100	6	5	-1	-1	-1
Cc1ccc(CN2CCN(Cc3cn[nH]c3-c3ccccc3)CC2CCO)o1 (stereo not given)	100	-3	1	101	-1	4	-8	6	3
CN(C(=O)CCl)C1CCCc2ccccc21 (stereo not given)	93	-9	-5	92	·	4	-17	2	7
Cc1cc(C(F)F)nn1CC(=O)NCc1ccccc1F	107	3	-1	141*	-5	5	10	1	-4
Cc1ccc(N/C(N)=N/c2nc(CSc3ccc(C)cc3)cc(=O)[nH]2)cc1	·	·	7	·	·	-2	15	1	-11
NS(=O)(=O)c1ccc(CNC(=O)/C=C/c2cccc([N+](=O)[O-])c2)cc1	104	2	21	104	-1	-7	5	-3	2
CC(C)CCNC(=O)CN(C(=O)CCC(=O)Nc1ccccn1)c1ccc2c(c1)OCO2	98	1	5	98	3	5	-2	-1	-5

Random excerpt: 2 records from the list
SMILES	MEKK2wt PB1 HTS	MEKK2mut PB1 HTS	SUMO HTRF inh	MEKK3 PB1 HTS	IDE inh	PfM18AAP inh	NALP1 yeast inh	IDE act	p-CIP stab down
CC(=O)[C@@]1(O)CC[C@H]2[C@@H]3C[C@H](C)C4=CC(=O)C=C[C@]4(C)[C@@]3(F)[C@@H](O)C[C@@]21C	96	4	3	107	-1	-2	10	5	10
COc1cc(/C=N/NC(=O)C(=O)NCc2ccco2)ccc1O	108	12	-6	102	12	2	-7	1	2

The listing continues:
SMILES	MEKK2wt PB1 HTS	MEKK2mut PB1 HTS	SUMO HTRF inh	MEKK3 PB1 HTS	IDE inh	PfM18AAP inh	NALP1 yeast inh	IDE act	p-CIP stab down
N#CC(C(=O)c1ccccc1Cl)=C1SCCCS1	96	-6	1	94	4	2	-33	·	7
CCc1ccc(NC(=O)CSc2ccc(-c3cccnc3)nn2)cc1	96	-1	-2	96	-1	7	10	1	-20
O=C(Nc1nccs1)c1cc(S(=O)(=O)N2CCOCC2)ccc1Cl	97	7	6	91	-5	·	4	5	2
CN(c1cccc(NC(=O)CN2C(=O)c3ccccc3S2(=O)=O)c1)S(C)(=O)=O	99	2	2	99	5	-1	25	3	-3
COc1ccc(NC(=O)Cc2cccc(F)c2)cc1S(=O)(=O)Nc1ccccc1Cl	52	-29	-9	61	-1	-7	·	-2	-10
COC(=O)c1cc(NC(=O)C2(S(=O)(=O)c3ccc(Cl)cc3)CC2)cc(C(=O)OC)c1	96	-3	13	93	-3	-1	7	-3	-5
O=C(NC(C(=O)NCCN1CCOCC1)C12CC3CC(CC(C3)C1)C2)C1CCCCC1 (stereo not given)	100	4	12	97	1	-1	10	3	-9
CC(C)COCC(O)CCC(=O)NNC(=S)Nc1ccccc1 (stereo not given)	95	4	5	108	-1	16	-34	5	-5
COc1ccc(-n2ncc3c2CC(C)(C)CC3NC(=O)C2=CC(=O)CC(C)(C)O2)cc1 (stereo not given)	99	0	·	103	2	-2	26	4	-15
CCOc1ccc(CCNC(=O)c2ccc(C)c(N3CCCC3=O)c2)cc1OCC	91	-3	-2	86	-1	-15	-4	4	-6
O=C(NN1C(=O)c2ccccc2NC1c1cccnc1)c1ccccc1 (stereo not given)	106	5	17	103	0	-3	-5	4	-13
C=CCNC(=O)COC(=O)CCC(=O)c1cccs1	107	19	3	106	2	12	11	2	-9
Cc1ccc(CNC(=O)CCS(=O)(=O)c2cc3c(cc2Cl)NC(=O)CO3)cc1	105	4	13	102	1	5	4	-5	-3
Cc1cc(C)c(NC(=O)CCCOC(=O)C2=COCCO2)c(C)c1	103	3	-3	105	-1	-8	1	-1	-16
COc1cc(C(=O)NCCOc2ccc(C)c(C)c2)cc(OC)c1OC	94	-3	-3	98	-1	-4	10	2	2
Cc1cccc(-n2c3nc(=O)[nH]c(=O)c-3cc3c(C)nn(-c4ccccc4)c32)c1	105	-1	4	101	1	2	9	·	-10
CC(C)C(C(=O)NCc1ccco1)N(C(=O)CNS(=O)(=O)c1ccc(Cl)cc1)C1CCCC1 (stereo not given)	100	1	-14	106	-5	-3	3	9	11
CSc1nc(=NC(C)=O)ss1	113	12	4	105	3	20	19	1	-10

Reprinted from the entries so far, three compounds:
SMILES	MEKK2wt PB1 HTS	MEKK2mut PB1 HTS	SUMO HTRF inh	MEKK3 PB1 HTS	IDE inh	PfM18AAP inh	NALP1 yeast inh	IDE act	p-CIP stab down
C=CCNC(=O)COC(=O)CCC(=O)c1cccs1	107	19	3	106	2	12	11	2	-9
Cc1ccc(CNC(=O)CCS(=O)(=O)c2cc3c(cc2Cl)NC(=O)CO3)cc1	105	4	13	102	1	5	4	-5	-3
Cc1cc(C)c(NC(=O)CCCOC(=O)C2=COCCO2)c(C)c1	103	3	-3	105	-1	-8	1	-1	-16
